# TDP-43 yeast inh – qHTS of TDP-43 Inhibitors; TDP-43 expressing yeast growth rescue, BacTiter-Glo, 24 h; Potency, µM (titrated, usually from 46.1 µM), without a hit: at the top dose growth rescue (activation), most hits filed as activators; 410,000 tested, 1.8% active; AID 652104, 2013; further: potency means the concentration at half of the fitted maximal effect; % of control where 0% means no effect; nearly all actives have a fitted effect of over 50% in size
#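 Yeast cells expressing TDP-43 under galactose induction are exposed to compounds for 24 hr at 30 deg C. BacTiter-Glo luminescence measures growth, so protective compounds score as activators.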
# Abeta yeast res – qHTS for compounds that reverse cellular toxicity of Amyloid beta (A-beta) peptide in yeast: Primary Screen | yeast expressing A-beta42, growth rescue, OD600, 48 h; response scale: 0% DMSO, 100% iron-clioquinol control | Potency, µM (titrated, usually from 46.1 µM), without a hit: at the top dose growth rescue, actives largely listed as activators | 410,000 tested, 0.063% active; further: potency means the concentration at half of the fitted maximal effect; nearly all actives have a fitted effect of over 55% in size
#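 Yeast growth medium received pinned compounds, then yeast cells expressing toxic A-beta were added; plates incubated at 30 C for 48 hr. Growth read as absorbance at 600 nm, normalized to DMSO and equimolar FeCl3 plus clioquinol controls.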
# FUS suppressor – qHTS for Suppressors of FUS Proteinopathy: Primary screen using FUS-linked yeast assay | S. cerevisiae FUS-expressing, growth rescue, OD600, 24 h | Potency, µM (titrated, usually from 76.6 µM), for inactives: top-dose growth rescue (activation), hits mostly activators | 390,000 tested, 0.24% active | AID 1347120, 2019;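 further: potency means the concentration at half of the fitted maximal effect; plate controls were DMSO vehicle for no effect and reference control for full effect; nearly all actives have a fitted effect of over 55% in size; some results filed as inactive show a strong effect at the top dose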
#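 Yeast expressing FUS under galactose induction, OD 0.005 in 2% galactose medium; compounds in a dilution series, 24 h at 30C. Growth rescue by absorbance at 600 nm; CP55940 positive control, DMSO negative.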
# GLP1R ag – qHTS of GLP-1 Receptor Agonists. AID 624172, 2012. 380,000 tested, 0.007% active. HEK293 GLP-1R CRE-luciferase, luminescence, 4-6 h; cells express a hypersensitive GLP-1R form. Glucagon-like peptide 1 receptor (Homo sapiens), P43220. Potency, µM (highest dose often 45.6 µM), for the others: at the highest dose activation, most hits filed as activators; further: potency means the concentration at half of the fitted maximal effect; % of control where 0% means no effect
# Target sequence (P43220 whole entry, looked up): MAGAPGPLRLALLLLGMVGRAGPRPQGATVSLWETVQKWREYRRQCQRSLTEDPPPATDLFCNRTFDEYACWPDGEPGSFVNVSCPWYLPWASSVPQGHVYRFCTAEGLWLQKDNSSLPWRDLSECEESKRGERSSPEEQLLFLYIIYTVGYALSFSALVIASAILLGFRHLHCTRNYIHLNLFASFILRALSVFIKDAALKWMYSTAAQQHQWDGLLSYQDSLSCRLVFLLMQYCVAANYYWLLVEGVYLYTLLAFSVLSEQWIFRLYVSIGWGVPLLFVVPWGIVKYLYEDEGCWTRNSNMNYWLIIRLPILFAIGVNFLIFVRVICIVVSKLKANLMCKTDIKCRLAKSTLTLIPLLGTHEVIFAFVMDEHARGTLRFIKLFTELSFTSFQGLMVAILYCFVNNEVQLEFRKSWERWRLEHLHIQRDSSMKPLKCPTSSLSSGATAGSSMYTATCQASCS
# D3 antag – qHTS of D3 Dopamine Receptor Antagonist: qHTS; D3R cells, DiscoveRx beta-arrestin luminescence, antagonist mode; hits give low values; max response, negative = inhibition, %; 360,000 tested, 2.5% active; D(3) dopamine receptor (Homo sapiens), P35462; in the data active means max response below about -50%; inconclusive means no clear call, values can overlap the other calls; further: on the % scale 0 is the no-effect control and ±100 the full control effect; mostly tested at two doses, the higher about 12 µM
#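 Cells expressing the human receptor were seeded at 1500 cells/well, incubated overnight at 37 degrees C in 5% CO2, then exposed to library compounds with dopamine controls for 90 minutes at 37 degrees C before luminescent detection.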
# GLP1R inv ag – qHTS of GLP-1 Receptor Inverse Agonists (Inhibition Mode); Glucagon-like peptide 1 receptor (Homo sapiens), P43220; HEK293 GLP-1R CRE-luciferase, luminescence, 24 h; GLP-1R form is constitutively active; Potency, µM (series often up to 38.3 µM), without a hit: at the top dose activity change, negative = inhibition, usual class: inhibitors; 410,000 tested, 1.6% active; AID 624417, 2012; further: potency means the concentration at half of the fitted maximal effect; on the % scale 0 is the no-effect control and ±100 the full control effect; nearly all actives have a fitted effect of over 55% in size
#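 Using stably transfected HEK293 (constitutively active GLP-1R, cAMP-luciferase reporter), compounds were incubated 24 hr and luciferase measured by luminescence.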
# PTHR1 agonist – qHTS for PTHR1 Agonists: Primary Screen; HEK293 GP2 PTHR1 cells, GloSensor cAMP luminescence, 1 h; 410,000 tested, 0.075% active; Potency, µM (highest dose often 115 µM), without a hit: top-dose activation, usual class: activators; Parathyroid hormone/parathyroid hormone-related peptide receptor (Homo sapiens), Q03431; AID 743266, 2014; further: potency means the concentration at half of the fitted maximal effect; nearly all actives have a fitted effect of over 55% in size; some results filed as inactive show a strong effect at the top dose; inactives centre near -15; many of its hits are not listed in these tables
# Target sequence (Q03431 whole entry, looked up): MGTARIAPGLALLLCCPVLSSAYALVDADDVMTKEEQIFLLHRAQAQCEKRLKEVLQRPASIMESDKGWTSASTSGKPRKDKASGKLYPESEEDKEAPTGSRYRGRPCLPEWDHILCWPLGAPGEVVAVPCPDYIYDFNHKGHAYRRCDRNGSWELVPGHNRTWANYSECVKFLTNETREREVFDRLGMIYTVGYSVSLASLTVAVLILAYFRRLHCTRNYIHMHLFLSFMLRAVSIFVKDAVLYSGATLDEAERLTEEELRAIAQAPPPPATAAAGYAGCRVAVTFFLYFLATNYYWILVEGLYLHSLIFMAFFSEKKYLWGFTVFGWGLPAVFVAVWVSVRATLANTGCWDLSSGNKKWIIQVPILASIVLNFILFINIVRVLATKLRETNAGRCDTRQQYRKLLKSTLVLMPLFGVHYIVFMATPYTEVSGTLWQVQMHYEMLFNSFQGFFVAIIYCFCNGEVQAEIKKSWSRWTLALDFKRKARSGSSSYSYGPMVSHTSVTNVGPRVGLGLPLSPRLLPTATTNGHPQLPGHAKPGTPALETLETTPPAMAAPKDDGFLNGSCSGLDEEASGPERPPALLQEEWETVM
#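 HEK-293-derived GP2 cells expressing PTHR1 and a GloSensor cAMP reporter, 3,000/well, plated overnight, given luciferin plus IBMX (each 0.5 mM as added) for 1 h at 37 °C, then compound for 1 h at 37 °C. Luminescence was read after 15 min at room temperature.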
# Akt phos inh – HTS Assay for Inhibitors of Akt Phophorylation: Primary Screen. Neuro2A IGF-stimulated pAkt S473 HTRF, 20 min; hits give low values. activity change, % for hits at 50 µM. 360,000 tested, 0.32% active; in the data active means activity change below about -80%; inconclusive means mostly about -51% to -80%; further: on the % scale 0 is the no-effect control and ±100 the full control effect
#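 Neuro2A cells in DMEM with 0.5% FBS, overnight at 37 deg C, given compound at single 50 µM final, then IGF (6 nM final) for 20 min at 37 deg C. Lysed; phospho-Akt Ser473 by HTRF after 24 h, 665/615 ratio.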
# aSyn rescue – qHTS of alpha-syn Inhibitors; Yeast expressing alpha-synuclein, growth rescue, BacTiter-Glo, 24 h; Potency, µM (titrated, usually from 46.1 µM), without a hit: at the top dose growth rescue (activation), hits mostly activators; 370,000 tested, 0.14% active; further: potency means the concentration at half of the fitted maximal effect; % of control where 0% means no effect; nearly all actives have a fitted effect of over 65% in size
#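 Screening used galactose-induced yeast with toxic alpha-synuclein levels, exposed to compound for 24 hr at 30 deg C. Cell growth, read with BacTiter-Glo luminescence, gave the measured signal.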
# The depositor's hits bear a star; i = inactive; ? = inconclusive; / = no result given; [ ] = dose if it differs, or a comment. Unless noted, the call rests on the fitted dose curve; in most records, active means well fitted curve in the direction sought with a large enough effect; inconclusive means small, poorly fitted or top-dose-only effect, or another doubt; inactive means no such curve, though single readings can be large; an effect the other way counts as inactive or inconclusive. Not all compounds are listed (hit frequency here may not be typical).
item	mol	TDP-43 yeast inh	Abeta yeast res	FUS suppressor	GLP1R ag	D3 antag	GLP1R inv ag	PTHR1 agonist	Akt phos inh	aSyn rescue
1	OCc1ccnc2oc3ccccc3c12	24.6%	-8.6%	-14.8%	-1.0%	0.1	13.0%	i	i	0.1%
2	CCCC[C@@H]1Cc2[nH][nH]c(=O)c2[C@H](c2cccc3ccccc23)O1	11.2µM*	-12.2%	26.2%	1.5%	6.3	?	25.1%	i	-1.4%
3	COc1ccc(C2C(C#N)=C(N)Oc3c2sc2nc(C)cc(C)c32)cc1 (configuration not stated)	3.0%	5.6%	/	25.2%	-23.5	-12.4%	i	i	0.8%
4	COc1cccc(-c2nc(-c3ccccn3)no2)c1	9.4%	-18.6%	6.0%	-15.3%	2.0	?	-12.0%[57.5 µM]	i	-20.3%
5	CCC/C(=N\NC(=O)c1ccccc1C)c1ccccc1	-5.7%	19.7%	/	0.1%	-19.3	-21.9%	i	i	-4.5%
6	c1ccc(N2CCOCC2)c(Nc2nc3ccccc3n3cnnc23)c1	?	3.8%	8.0%	15.0%	-14.1	27.4%	-29.1%	i	-19.1%
7	CCn1c(C)c(C(C)=O)c(N2CCN(C(c3ccccc3)c3ccccc3)CC2)nc1=S	-0.6%	-5.9%	29.2%	0.7%	14.2	?	-24.5%	i	-2.0%
8	Cc1ccc(/C=N/NC(=O)c2ccc3nc[nH]c3c2)o1	-13.9%[1.82 µM]	-4.5%	10.0%	9.8%	-1.2	21.3%	i	i	3.6%
9	CCNc1nc(SC(C)C(=O)Nc2ccccc2)nc(N(C)C)n1 (configuration not stated)	/	5.7%	8.2%	12.3%	-1.5	?	-18.3%	i	1.6%
10	O=C(COC(=O)c1ncc(Cl)c(Cl)c1Cl)NC1CCS(=O)(=O)C1 (configuration not stated)	-28.5%	2.5%	5.5%	7.0%	-0.8	29.8%	i	i	-3.6%
11	O=[N+]([O-])c1cc(C(F)(F)F)ccc1N1CCN(CCO)CC1	-1.0%	-5.3%	19.4%	9.5%	-13.1	-2.6%	-31.9%[inhibitor]	i	-5.3%
12	COc1ccc(NC(=O)c2cccc(Cl)c2)c[n+]1[O-]	-8.8%	-9.0%	15.0%	-0.3%	-4.2	23.9%	i	i	-11.9%
13	O=[N+]([O-])c1ccccc1S(=O)(=O)Nc1ccc(-c2ccc3nncn3n2)cc1	-4.5%	-1.4%	25.7%	15.2%	34.2	87.6%[activator]	?	i	10.1%
14	Cc1nc2scc(C)n2c(=O)c1S(=O)(=O)Nc1ccc(F)cc1	29.3%	2.8%	-8.5%	9.2%	-13.5	2.6%	-8.3%	i	?
15	O=C(Cc1nnc(NC(=O)c2ccccc2)s1)N/N=C\c1ccc(O)c(O)c1	10.2%	-17.8%	22.4%	5.5%	1.4	18.8%	i	i	1.3%
16	C/C(N)=C(/C#N)C(=O)COC(=O)c1ccc(O)cc1	-10.9%	-20.9%	/	0.1%	7.1	-2.8%	i	i	-5.6%
17	CNC(=O)c1c(NC(=O)c2ccc(S(=O)(=O)N3CC(C)OC(C)C3)cc2)sc2c1CCN(C(C)C)C2 (configuration not stated)	-6.6%	-4.2%	?	1.4%	-25.6	23.6%	-22.6%	i	1.0%
18	CC12CC3(C)CC(C)(C1)CC(NC(=O)N1CCCC1)(C2)C3	-59.7%[inhibitor]	-90.5%[inhibitor]	18.3%	-5.0%	5.6	10µM*	i	i	-29.3%
19	Cc1nnc(NC(=O)c2ccco2)s1	4.8%	-6.9%	-6.8%	-3.9%	-28.4	14.1%	i	i	14.0%
20	CC(C)(C)C(=O)Nc1ccc(-c2cc3cc(Cl)ccc3o2)cc1	13.6%	-3.8%	-13.7%	-0.9%	33.7	-12.8%	i	i	4.2%
21	COc1ccc(CNC(=O)C2CCCN(S(=O)(=O)c3c(C)n[nH]c3C)C2)cc1 (configuration not stated)	-17.8%	0.0%	-8.3%	0.8%	2.4	-1.3%	i	i	1.3%
22	CCC(=O)N1Cc2cc(C(=O)NCCOC)nc(-c3cccc(-c4ccc(C#N)cc4)c3)c2[C@H]1CCO	-1.9%	-7.1%	30.0%	-4.0%	0.0	26.6%	i	i	-4.2%
23	C[C@@H](NCCCn1cnc2c(OCc3ccccc3)ncnc21)c1cccc2ccccc12	15.9%	3.6%	7.3%	4.2%	?	?	-18.1%	i	-1.7%
24	Cc1cc(C(=O)CN2C(=O)C(=O)N(Cc3ccccc3)C2=O)c(C)n1Cc1ccccc1	20.7%	-3.1%	/	-22.7%	-15.5	?	i	i	6.7%
25	CC(Oc1ccc(C(C)(C)C)cc1)C(=O)NC1CC(C)(C)NC(C)(C)C1 (configuration not stated)	13.0%	-0.8%	/	15.1%	-12.7	?	-23.1%	i	-1.7%
26	CCC(C(=O)Nc1c[nH]c(=O)[nH]c1=O)c1ccccc1 (configuration not stated)	-8.4%	1.3%	-7.6%	10.1%	10.4	28.9%	i	i	0.7%
27	Cc1c(Br)c([N+](=O)[O-])nn1CC(=O)Nc1sc2c(c1C(=O)OC(C)C)CCC(C)C2 (configuration not stated)	3.4%	-1.6%	/	-7.8%	6.5	3.1%	i	i	11.0%
28	CC(C)c1ccc(/C=C2\SC(=O)N(CC(=O)NCCCn3ccnc3)C2=O)cc1	1.4%	/	-0.1%	-4.3%	4.9	?	-25.6%	i	1.2%
29	CC1CCCC12NC(=O)NC2=O (configuration not stated)	15.0%	-4.8%	/	-3.5%	-2.6	2.4%	-24.2%	i	0.9%
30	COc1ccc(CCNC(=O)CC(C)S(=O)(=O)c2ccc3c(c2)NC(=O)CO3)cc1OC (configuration not stated)	9.9%	-3.8%	-1.0%	-2.2%	1.4	-1.7%	i	i	-5.0%
31	CC(C)C[C@H](NC(=O)N1CC(=O)Nc2ccccc21)C(=O)N[C@@H](C(=O)O)c1ccccc1	-10.9%	14.2%	-9.4%	-4.0%	-0.4	3.2%	-35.2%[inhibitor]	i	-8.1%
32	CCOc1ccccc1N(CC(=O)NCCSc1ccccc1)S(C)(=O)=O	-20.1%	14.6%	14.2%	15.4%	6.2	-8.3%	-13.5%	i	-0.5%
33	CCCNC(=O)C1(C)CCCN(C(=O)c2c(F)ccc(C)c2F)C1 (configuration not stated)	?	-13.6%	-20.2%	6.9%	16.3	8.5%	i	i	-0.5%
34	CC(C)C[C@H](NC(=O)c1nc[nH]c1C(=O)NCCCCCNC(=O)OC(C)(C)C)C(=O)OC(C)(C)C	0.0%	20.6%	?	-2.5%	-5.7	?	-11.1%	i	-9.1%
35	COc1cccc(CN(C(=O)c2cccc(OC)c2)C2CCS(=O)(=O)C2)c1 (configuration not stated)	9.7%	6.0%	5.6%	-3.0%	18.6	-17.3%	-7.8%	i	0.8%
36	C=CCNC(=O)c1cn(CC)c2cc(N3CCN(C(=O)c4ccco4)CC3)c(F)cc2c1=O	-0.1%	-7.8%	?	-3.3%	34.1	-26.7%	-19.2%	/	?
37	O=C(CN1C(=O)/C(=C\c2ccc(C(F)(F)F)cc2)Sc2ccccc21)NCc1ccco1	-3.3%	-10.3%	/	1.0%	94.3	?	-85.9%[inhibitor]	i	0.3%
38	Cc1cc(C)n(-c2nc(SCC(=O)N3CCCC3)c3c4c(sc3n2)CCCC4)n1	11.4%	6.1%	18.7%	5.1%	-15.5	-8.3%	-5.7%[57.5 µM]	i	5.8%
39	O=C(O)c1cc(-c2ccc(Cl)cc2)n(-c2ccccc2)n1	-17.4%	11.4%	6.0%	1.1%	5.6	-7.0%	-11.3%	i	3.5%
40	Fc1cccc(NC(=S)NCc2ccccc2Cl)c1	10.1%	5.8%	13.5%	-1.0%	-2.8	10µM*	-21.1%	i	-22.1%
41	COc1ccc(OCc2cc(C(=O)N(C)Cc3cc(C)no3)no2)c(Cl)c1	?	/	?	10.1%	-0.3	?	-19.6%	i	13.6%
42	Cc1nn(CC#N)c(=O)n1-c1ccc(C(C)C)cc1	24.9%	-1.9%	-11.9%	-0.1%	4.2	15.4%	i	i	3.0%
43	CCNC(=O)NC(=O)C(C)OC(=O)c1cc(S(=O)(=O)N2CCCCCC2)ccc1OC (configuration not stated)	4.0%	-4.9%	37.6%	11.0%	26.9	2.6%	-36.8%	i	-0.6%
44	Cn1c2c(c(=O)n(C)c1=O)C(c1ccc(C(F)(F)F)cc1)CC(=O)N2 (configuration not stated)	-2.6%	-7.3%	-20.9%	0.4%	?	9.3%	i	i	2.6%
45	CC(OC(=O)c1cccc(-n2cnnn2)c1)C(=O)Nc1ccc(F)cc1Cl (configuration not stated)	14.8%	8.2%	-4.6%	20.2%	7.3	17.9%	-4.9%	i	-2.7%
46	COc1ccc(OCC(=O)Nc2ccc(S(=O)(=O)N3CCCC3)cc2)cc1	12.1%	-5.2%	-1.1%	7.3%	-8.3	-12.6%	i	i	-0.7%
47	COc1ccccc1OCc1nc2ccccc2n1C	-3.1%	10.0%	-4.8%	13.3%	-12.1	-2.8%	-8.5%	i	-0.3%
48	O=C1NC(=O)C2(CCC(C3CCCCC3)CC2)N1 (configuration not stated)	19.8%	3.7%	-10.6%	3.7%	-20.0	7.7%	-9.3%	i	6.7%
49	CC(C)Cn1c(N)c(C(=O)COC(=O)Cc2cccc(C(F)(F)F)c2)c(=O)n(C)c1=O	-5.7%	9.5%	25.7%	1.6%	12.9	-2.7%	-17.1%	i	12.6%
50	Cn1c(SCC(=O)c2ccc(F)cc2)nnc1-c1cnccn1	0.0%	6.2%	-7.2%	-4.5%	3.7	0.0%	i	i	2.0%
